High-throughput results deposited in PubChem by several laboratories.
Rac1 wt GTP bind = wildtype Rac1 GTP binding modulators, primary screen, biochemical, GST-Rac1 beads, flow cytometry, multiplex | Ras-related C3 botulinum toxin substrate 1 (Homo sapiens), P63000 | fluorescent GTP binding; actives lie on both sides; 0 = cold GTP competed, 100 = untreated | GTP binding activity (% of control), % at 10 µM | hit rate 0.27% among 190,000 | AID 757, 2007;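 active = GTP binding activity at least 20 points away from the 100% control level, either lower or higher; inconclusive = compound flagged as likely green fluorescent, judged across all proteins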
HRas wt GTP = modulators of GTP binding to HRas wildtype, primary screen, biochemical, bead-based flow cytometry, multiplex. GST-Ras wt beads, Bodipy-FL-GTP binding; actives lie on both sides. GTP binding activity, % at 10 µM. hit rate 0.14% among 190,000. AID 759, 2007;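 active = GTP binding activity at least 20% away from the 100% baseline, either lowered as inhibitor or raised as activator; inconclusive = flagged as likely green fluorescent, judged across all proteins in the well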;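 note: 0% = unlabeled GTP competition control and 100% = no-compound control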
Target sequence (P01112 whole entry, looked up): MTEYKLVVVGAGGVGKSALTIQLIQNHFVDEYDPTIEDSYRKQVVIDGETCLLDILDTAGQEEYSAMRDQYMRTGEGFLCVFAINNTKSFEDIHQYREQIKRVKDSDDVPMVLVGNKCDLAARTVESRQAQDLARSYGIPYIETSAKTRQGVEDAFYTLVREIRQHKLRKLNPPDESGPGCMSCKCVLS
Pf gametocyte = late stage P. falciparum gametocyte viability inhibitors, primary screen, ATP luminescence, HTS; inhibition, % at 10.9 µM; hit rate 0.065% among 150,000; P. falciparum stage V gametocytes, 24 h; AID 743093, 2013;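 active = inhibition above the mean plus 3 SD of compounds within the control limits, set per campaign, cut at about 38% in these data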;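 note: 0% = DMSO wells and 100% = medium only without gametocytes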
Mcl1-Noxa inh = Mcl-1/Noxa binding inhibitors, primary screen, biochemical, TR-FRET, 1536-well; TR-FRET Mcl-1/Noxa peptide binding, 2 h; hit rate 1.5% among 220,000; inhibition, % at 21.7 µM; AID 1022, 2008; Induced myeloid leukemia cell differentiation protein Mcl-1 (Homo sapiens), Q07820;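 active = compounds that cut the protein-peptide binding signal by more than 50% relative to plate controls in a single-dose test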;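 note: His-tagged Mcl-1 with rhodamine Noxa BH3 peptide and terbium anti-His antibody; 0% = Mcl-1 plus Noxa peptide wells and 100% = peptide-only wells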
Target sequence (Q07820 whole entry, looked up): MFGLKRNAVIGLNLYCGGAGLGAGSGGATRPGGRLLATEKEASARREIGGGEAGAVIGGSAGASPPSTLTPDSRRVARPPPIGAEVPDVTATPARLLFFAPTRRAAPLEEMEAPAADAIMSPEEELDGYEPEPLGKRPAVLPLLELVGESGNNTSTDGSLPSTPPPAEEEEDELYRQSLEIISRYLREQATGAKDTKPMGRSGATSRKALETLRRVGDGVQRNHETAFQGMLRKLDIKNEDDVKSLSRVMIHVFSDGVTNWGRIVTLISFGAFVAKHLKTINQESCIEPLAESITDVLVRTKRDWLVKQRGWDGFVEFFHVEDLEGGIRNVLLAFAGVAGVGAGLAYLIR
Cdc42 wt GTP = modulators of GTP binding to wildtype Cdc42, primary screen, biochemical, multiplex bead flow cytometry, Bodipy-GTP. hit rate 0.2% among 190,000. AID 761, 2007. GST-Cdc42 beads; actives lie on both sides. Cell division control protein 42 homolog (Homo sapiens), P60953. percent activity (GTP binding), % at 10 µM;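 active = percent activity GTP binding at least 20 points away from the 100% baseline, either down as inhibitor or up as activator; inconclusive = compound flagged as likely green fluorescent from well-wide comparison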;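 note: median bead fluorescence of bound Bodipy-FL-GTP at 100 nM; 0% = excess unlabeled GTP control and 100% = no compound control; below 100% means less GTP binding so inhibitor and above means activator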
Target sequence (P60953 whole entry, looked up): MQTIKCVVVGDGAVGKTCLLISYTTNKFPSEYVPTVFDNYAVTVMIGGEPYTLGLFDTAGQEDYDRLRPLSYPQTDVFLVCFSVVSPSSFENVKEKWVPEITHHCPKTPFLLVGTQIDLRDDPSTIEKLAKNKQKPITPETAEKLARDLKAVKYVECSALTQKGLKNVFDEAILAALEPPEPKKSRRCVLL
Rab2 wt GTP = modulators of GTP binding to Rab2A wildtype, primary screen, biochemical, dog, bead-based flow cytometry, multiplex | hit rate 0.19% among 190,000 | GTP binding activity, % at 10 µM | GST-Rab2 wt beads, Bodipy-GTP binding;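 active = GTP binding activity at least 20 points away from 100%, either lowered or raised; inconclusive = signal likely due to the compound's own green fluorescence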;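 note: 0% = beads with excess unlabeled GTP and 100% = no-compound control corrected for plate trend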
Avidin bead fluor = green autofluorescence of compounds with avidin beads – biophysical, 488/530 nm, flow cytometry, artefact control, profiling panel; compound fluorescence 488/530 nm; stronger effect = higher value; fluorescence (KMESF) at 10 µM; hit rate 0.38% among 220,000; in the data active = fluorescence above about 47; note: inactives centre near 10
Rab7 wt GTP bind = modulators of GTP binding to Rab7, primary screen, biochemical, wildtype, multiplex bead flow cytometry | AID 758, 2007 | Rab7 GTPase wild type (dog), Bodipy-FL-GTP binding | GST-Rab7 beads, fluorescent GTP binding; actives lie on both sides; untreated = 100%, excess cold GTP = 0% | GTP binding activity (percent of control), % at 10 µM | hit rate 0.055% among 190,000;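 active = fluorescent GTP binding to Rab7 beads changed by at least 20 points from the 100% baseline, either direction, mostly lower; inconclusive = compound itself probably fluorescent, or too few beads counted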;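 note: median green fluorescence of bound Bodipy-FL-GTP per Rab7 bead population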
Rac1 act GTP bind = GTP binding modulators of activated mutant Rac1, primary screen, biochemical, bead-based flow cytometry, multiplex, fluorescent GTP; Ras-related C3 botulinum toxin substrate 1 (Homo sapiens), P63000; percent activity (GTP binding), % at 10 µM; hit rate 0.11% among 190,000; GST-Rac1 activated beads; actives lie on both sides; 100% means binding = to untreated wells;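 active = GTP binding at least 20 percentage points away from the 100% baseline, in either direction, so actives lie on both sides; inconclusive = Compound likely fluorescent itself, or too few beads counted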
Mcl1-Bid inh = Mcl-1/Bid binding inhibitors, primary screen, biochemical, TR-FRET, 1536-well. Induced myeloid leukemia cell differentiation protein Mcl-1 (Homo sapiens), Q07820. TR-FRET Mcl-1/Bid-Dy647 peptide binding. inhibition, % at 21.7 µM. hit rate 0.97% among 220,000;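 active = compounds that cut the binding signal by more than half at the single screening dose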;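 note: His-tagged Mcl-1 with europium anti-His antibody binding Bid BH3 peptide; 0% = Mcl-1 plus peptide wells and 100% = peptide-only wells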
GSH bead fluor = compound fluorescence on glutathione beads, profiling panel, artefact control, biophysical, 488/530 nm, flow cytometry; GSH beads flow cytometry, compound fluorescence 488/530 nm; stronger effect = higher value; fluorescence (KMESF) at 10 µM; hit rate 0.25% among 190,000; AID 1776, 2009; in the data active = fluorescence above about 89;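 note: glutathione beads carrying GST-tagged Bcl family fusion proteins plus one bare bead set; values are compound well signal with DMSO vehicle wells as background; inactives centre near 16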
* hit, by the source's call; u = inconclusive; x = not tested or not shown.

Structure	Rac1 wt GTP bind	HRas wt GTP	Pf gametocyte	Mcl1-Noxa inh	Cdc42 wt GTP	Rab2 wt GTP	Avidin bead fluor	Rab7 wt GTP bind	Rac1 act GTP bind	Mcl1-Bid inh	GSH bead fluor
Cc1cccc(NC(=O)CSc2nc3ccccc3c3nc(CCc4c(C)n[nH]c4C)nn23)c1	105	105	1	19	106	104	16	100	100	20	64
O=C(O)c1cc(-c2ccncc2)nc2ccc(F)cc12	101	96	x	-4	96	96	12	97	94	6	28
CC(C)CN1C(=O)/C(=C(/C#N)C(=O)NC2CCCCC2)c2ccccc21	95	97	-15	-10	97	98	18	98	97	-13	7
CC(C)C(C)(C#N)NC(=O)CSc1nc2scc(-c3ccc(F)cc3)c2c(=O)n1Cc1ccccc1 (stereo not given)	103	102	-23	-141	102	100	6	97	102	-57	10
CC(C)n1c(O)c(N=Nc2ccccn2)c2ccccc21	102	103	x	11	100	100	11	96	101	-8	5
CCOc1ccc(S(=O)(=O)Nc2cccnc2)cc1	108	102	-5	42	103	104	32	97	99	0	20
COc1ccc2nc(SCC(=O)Nc3c(C)cc(C)cc3C)[nH]c2c1	103	101	x	-3	104	101	12	101	98	-7	16
O=CNc1ccc(S(=O)(=O)NCc2ccccc2)cc1	106	104	x	-2	108	103	5	101	103	-8	15
Cc1ccc(OCCCC(=O)Nc2ccc(S(=O)(=O)Nc3ccccn3)cc2)cc1	98	94	15	-4	96	96	11	97	98	-16	25
COc1ccccc1-c1ccc(SCc2ccc(C)cc2)nn1	101	96	23	11	98	96	6	95	96	-16	10
COC1CCN(C(=O)CC2C(=O)NCCN2CC2CCCCC2)CC1 (stereo not given)	99	100	23	4	98	100	1	107	97	-13	15
Cc1noc(NS(=O)(=O)c2ccc(NC(=O)CSc3nnc4c(n3)[nH]c3ccccc34)cc2)c1C	u	u	11	6	u	u	13	u	u	-70	2
c1ccc2c(c1)CCN(c1nc3ccccc3n3cnnc13)C2	96	97	x	-7	97	98	6	98	96	-4	20
CSC(=O)NC12CC3CC(CC(C)(C3)C1)C2	103	100	-22	-1	100	99	6	100	99	1	33
CCOc1ccccc1C(=O)N1CCC(C(=O)c2ccc(F)cc2)CC1	102	102	6	-19	103	100	7	101	100	-5	41
O=C(O)C1=C(OCc2ccc(F)c(F)c2)C(=O)NCC1	98	98	x	14	102	99	10	104	97	-26	15
CCC(=O)NNc1ncnc2ccccc12	104	102	-7	29	101	102	8	101	100	-9	11
CCOC(=O)COc1ccc(C2CC(C)=NN2c2ccccc2)cc1 (stereo not given)	96	97	-26	-9	97	98	12	104	93	-32	12
CCO[C@@H]1OC(C(=O)O)=C[C@H](C2CCCCC2)[C@H]1CCCO	96	95	-20	-3	95	94	6	94	94	-6	20
Cc1c(C(=O)O)oc2ccc(S(=O)(=O)N3CCCCC3C(=O)O)cc12 (stereo not given)	99	98	x	21	99	97	7	93	99	16	27
O=C(c1cnc2sccn2c1=O)N1CCc2ccccc2C1	108	102	x	15	100	103	22	104	99	-8	12
CCOC(=O)c1[nH]c(C)c(C(=O)OCC(=O)N2CCc3ccccc32)c1C	105	104	x	-6	102	101	18	103	98	-24	11
O=C(Nc1ccccc1N1CCCC1)c1cccnc1	98	97	x	-2	101	100	20	98	92	-28	18
Cn1nc(C(C)(C)C)cc1C(=O)Nc1nc2c(s1)C(=O)CC(C)(C)C2	96	98	21	18	100	96	33	97	96	11	17
O=C(CN1CCC(Cc2ccccc2)CC1)NCCc1ccc(F)cc1	97	97	x	7	93	97	5	95	96	-25	9
CCOc1nc(NC2CCCCC2)nc(NC(C)(C)C)n1	104	101	x	7	102	98	5	97	99	14	17
C/C(=N\NC(=O)c1c(Cl)c(C)nn1C)c1ccc(NC(=O)COc2ccc(Cl)cc2C)cc1	96	98	13	-5	97	98	17	99	98	0	9
Clc1ccc(Cn2nnc(-c3ccc(N4CCOCC4)cc3)n2)cc1	96	98	x	-4	96	97	18	98	98	-18	8
CCOCc1nnc(NS(C)(=O)=O)s1	105	102	-8	0	104	101	5	105	102	-6	26
CNC(=O)c1sccc1Oc1ccc(F)cc1[N+](=O)[O-]	101	99	-33	-16	100	99	10	103	97	-24	10
CCSC(C)CC1CC(=O)CC(=O)C1 (stereo not given)	107	102	20	11	102	96	x	101	96	-65	41
COc1ccc(C(=O)NC(=O)NC2(C(Cl)(Cl)Cl)OCCO2)cc1	99	93	-20	18	92	94	9	93	94	4	15
O=C(CSc1nnc(-c2ccncc2)o1)NCc1ccc(Cl)cc1	106	102	x	2	104	99	2	103	105	-18	7
O=C(CCCOc1ccccc1)N1CCN(c2ccc(F)cc2)CC1	104	100	-6	5	101	100	17	103	99	-31	33
Cc1ccc(N(C(=O)C2CCC(=O)N2)C2(C(=O)NC3CCCCC3)CCCCC2)cc1 (stereo not given)	102	102	x	25	102	102	7	98	99	-12	32
COc1cc(-n2c(=O)c3ccccc3n(Cc3cc(=O)n4ccccc4n3)c2=O)cc(OC)c1OC	104	101	-1	5	102	102	4	105	102	-1	9
COc1ccc(N2CCN(C(=O)CSc3nnc(Cn4nnc5ccccc54)n3C)CC2)cc1	105	101	x	18	102	99	15	99	98	-35	36
Cn1nnnc1SCc1cccc(CSc2nnnn2C)n1	102	99	x	13	101	100	15	98	99	3	23
CC(C)CCNC(=O)C(c1ccc(O)cc1)N(Cc1cccs1)C(=O)C1COc2ccccc2O1 (stereo not given)	103	101	6	13	98	99	12	102	99	-24	5
Cc1onc(-c2ccccc2Cl)c1-c1nc(-c2ccncc2)no1	103	105	x	-1	105	104	15	108	99	-7	14
O=C(NCc1cccnc1)c1ccc(Cn2c(=S)[nH]c3ccc(Br)cc3c2=O)cc1	96	92	-1	-131	96	92	11	99	95	-130	12
CNc1ccccc1C(C)(C)c1cc(C)[nH]n1	101	98	10	8	97	97	9	107	94	-24	16
Cc1ccc(S(=O)(=O)N2c3ccccc3NC(=O)C2CC(=O)Nc2ccccc2)cc1 (stereo not given)	102	99	-15	-8	100	98	17	102	97	-17	14
COc1ccc(N2C(=O)C3NN=C(C(=O)OCc4ccccc4)C3C2=O)cc1 (stereo not given)	u	u	10	3	u	u	12	u	u	-50	13
COc1ccc(/C=C/C(=O)OCC(=O)Nc2ccc(Cl)cn2)cc1	98	97	x	19	94	95	25	100	94	-30	13
CCn1c(C)nc2cc(-c3nnc(-c4c(-c5ccccc5)noc4C)o3)ccc21	101	97	4	9	98	100	7	97	95	13	16
O=C(CSc1nnc(-c2ccc(Cl)cc2Cl)n1C1CCCCC1)N1CCCC1	103	100	3	4	101	97	36	96	98	-23	14
CCOC(=O)Cc1csc(NC(=O)CSc2nnnn2-c2ccc(C)cc2C)n1	109	103	-12	12	102	103	8	101	101	13	21
Cc1ccc(C(=O)Nc2cc3c(oc2=O)CCCC3=O)cc1	106	102	7	12	103	101	12	105	96	2	35
O=C(O/N=C/c1cccc([N+](=O)[O-])c1)C1CC1	103	104	x	23	103	103	18	104	102	-2	20
O=C(NCc1ccc(Cl)cc1)NCC(F)(F)F	103	96	-32	-7	93	94	12	98	96	-18	7
Nc1ccc(Cl)cc1/C(=N/O)c1ccccc1	104	101	x	7	101	100	5	101	100	-4	41
O=C(Nc1cccc(Cl)c1)N1CCSc2cc(Cl)ccc21	96	98	5	4	99	96	35	97	96	-12	17
C=CCNC(=S)Nc1ccc2nc(C)c(C)nc2c1	99	96	4	26	95	96	7	97	98	-27	15
COC(=O)c1ccc(NC(=O)C(OC)c2ccccc2)cc1 (stereo not given)	100	103	-3	-12	99	104	9	111	99	-14	11
O=C(Nc1ccc(F)cc1)NC1CCN(Cc2ccccc2)CC1	100	99	21	21	104	102	10	104	98	-22	20

Remaining list, next part.
Structure	Rac1 wt GTP bind	HRas wt GTP	Pf gametocyte	Mcl1-Noxa inh	Cdc42 wt GTP	Rab2 wt GTP	Avidin bead fluor	Rab7 wt GTP bind	Rac1 act GTP bind	Mcl1-Bid inh	GSH bead fluor
O=C(Nc1ccc(Cc2ccncc2)cc1)c1ccc(S(=O)(=O)N2CCOCC2)cc1	96	97	8	5	97	93	35	94	95	-3	12
O=C(N/N=C/c1c(Cl)cccc1Cl)C(=O)NC1CC1	99	97	3	23	94	93	11	97	95	-5	14
Cc1ccsc1/C=N/N1CCN(c2ccccc2)CC1	98	100	x	-16	99	101	13	100	99	-6	22
CC(C)N(C(=O)COC(=O)c1ccc(Cl)nc1)C(C)C	94	94	x	5	96	92	10	89	90	-13	12
Cc1cc(C(=O)NC(C)c2ccncc2)no1 (stereo not given)	96	98	x	18	98	96	10	96	95	-5	12
CCOc1cc(/C=N/NC(=O)C(=O)NC)cc(Br)c1O	102	99	15	30	104	98	12	102	99	-20	20
N#CCCn1cc(/C=C2\NC(=S)N(c3ccccc3)C2=O)c(-c2ccc(F)cc2)n1	93	95	4	31	95	95	11	94	93	-32	11
COc1ccc(C2c3ccc4ccccc4c3Oc3ncn(Cc4ccco4)c(=N)c32)cc1OC (stereo not given)	102	100	-2	15	98	99	13	97	102	-2	13
O=C(CSc1ncnc2nc[nH]c12)NCCc1ccccc1	106	103	x	-7	105	104	7	105	101	-32	25
Cc1ccc(CNC(=O)CCNS(=O)(=O)c2ccc3c(c2)c(=O)n(C)c(=O)n3C)cc1	99	98	6	9	97	97	8	103	96	6	15
O=C(CCc1nc2ccccc2[nH]1)N1CCN(C(=O)c2ccco2)CC1	106	98	x	9	100	98	4	93	99	-1	16
O=c1[nH]c(=O)n(Cc2ccco2)c2c1C(C(F)(F)F)(C(F)(F)F)N=C(c1ccc(F)cc1)N2	96	100	x	-27	96	100	11	102	96	-32	8
O=C(NCc1ccccc1Cl)c1ccc2c(c1)SC1=NS(=O)(=O)CCN12	98	99	-4	16	100	101	9	105	95	-3	15
O=C(NCCCN1CCOCC1)c1ccc(Sc2ccc(Br)cc2)c([N+](=O)[O-])c1	109	104	8	17	107	103	14	100	105	-14	9
